HT1080 IDH1KD tx: kills HT-1080 cells with IDH1 knockdown. HT-1080 IDH1 knockdown viability, ATP luminescence, 48 h. Potency, µM (titrated, usually from 46.1 µM), for the others: at the highest dose activity, negative = toxicity, usual class: cytotoxic. actives 2% (n = 360,000);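 further: 0% = DMSO wells and -100% = cell-free medium wells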
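Cytotoxicity counter-line: IDH1KD HT-1080, 48 h, CellTiter-Glo. Curves classed by r2, magnitude and activity.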
TDP43 rescue: TDP-43 toxicity inhibition in yeast. actives 1.8% (n = 410,000). Potency, µM (doses to about 46.1 µM), for the others: at the highest dose growth rescue (activation), hits mostly activators. TDP-43 expressing yeast growth rescue, BacTiter-Glo, 24 h; further: % of control where 0% means no effect; nearly all actives have a fitted effect of over 50% in size
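In this qHTS, compounds that restore growth of yeast expressing TDP-43 appear as activators. Cells (OD600=0.02, galactose medium, raffinose-pregrown) are incubated with compound 24 hr at 30 deg C and growth is quantified by BacTiter-Glo.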
HT1080-NT tox: kills 2HG-producing HT-1080-NT fibrosarcoma cells. HT-1080-NT fibrosarcoma viability, CellTiter-Glo ATP luminescence, 48 h. Potency, µM (titrated, usually from 46.1 µM), for inactives: at the top dose activity, negative = less viability, most hits filed as cytotoxic. actives 1.6% (n = 360,000);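 further: NT is the 2HG producing partner of a matched IDH1 knockdown line; 0% = DMSO-treated cells and -100% = media-only wells without cells; nearly all actives have a fitted effect of over 55% in size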
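Compounds were tested in concentration-response format on HT-1080-NT cells for 48 hours at 37 degrees C. Cell viability came from CellTiter-Glo luminescence; curves were classified by r2, response magnitude and activity.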
GLP1R inv ag: inverse agonists of human GLP-1 receptor; P43220; HEK293 GLP-1R CRE-luciferase, luminescence, 24 h; GLP-1R form is constitutively active; Potency, µM (top dose mostly 38.3 µM), for the others: top-dose activity change, negative = inhibition, actives largely listed as inhibitors; actives 1.6% (n = 410,000); AID 624417; further: on the % scale 0 is the no-effect control and ±100 the full control effect; nearly all actives have a fitted effect of over 55% in size
Target sequence (P43220 whole entry, looked up): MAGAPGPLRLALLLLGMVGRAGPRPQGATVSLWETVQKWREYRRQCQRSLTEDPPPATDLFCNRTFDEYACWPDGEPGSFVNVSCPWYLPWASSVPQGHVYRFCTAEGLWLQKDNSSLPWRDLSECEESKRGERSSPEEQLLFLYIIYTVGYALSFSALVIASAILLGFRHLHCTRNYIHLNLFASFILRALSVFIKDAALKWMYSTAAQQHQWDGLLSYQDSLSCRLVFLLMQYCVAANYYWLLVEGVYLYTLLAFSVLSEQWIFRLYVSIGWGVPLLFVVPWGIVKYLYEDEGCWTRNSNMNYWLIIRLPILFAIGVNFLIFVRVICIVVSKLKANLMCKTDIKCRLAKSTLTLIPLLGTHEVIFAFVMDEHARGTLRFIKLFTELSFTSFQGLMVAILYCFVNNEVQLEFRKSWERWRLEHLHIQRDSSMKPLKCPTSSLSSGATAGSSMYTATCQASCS
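Constitutively active GLP-1R drives a cAMP-responsive luciferase in stably transfected HEK293 cells; test compounds are added after overnight (12 h) attachment and left 24 hr, and signal loss in luminescence marks inhibition.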
KB-V1 cytotox: kills drug-selected multidrug resistant KB-V1 cells; KB-V1 MDR cells viability, CellTiter-Glo, 72 h; Potency, µM (highest dose often 46.1 µM), for the others: at the highest dose activity change, negative = cytotoxicity, most hits filed as cytotoxic; AID 1347076; actives 3.4% (n = 400,000); further: on the % scale 0 is the no-effect control and ±100 the full control effect; nearly all actives have a fitted effect of over 60% in size
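Following 72 h at 37 degrees C with compound, KB-V1 cell viability was read by CellTiter-Glo luminescence, medium being phenol-red-free DMEM plus 10% FBS; concentration-response parameters came from normalized, curve-fitted qHTS data.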
HEK293 tox: cytotoxicity in counter-screen for GLP-1R inverse agonists. actives 0.13% (n = 410,000). Potency, µM (top dose mostly 38.3 µM), for inactives: at the top dose activity change, negative = inhibition, hits mostly inhibitors. AID 624418. HEK293 cAMP-luciferase reporter cells, luminescence, 24 h;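 further: loss of luciferase light is scored as toxicity; on the % scale 0 is the no-effect control and ±100 the full control effect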
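1536-well qHTS counterscreen of the MLSMR; 200 cells/uL, 12 h pre-incubation, 23 nL cpd, 24 h at 37 deg C 5% CO2, luciferase detection reagent, 12 min RT, luminescence. Inhibition = undesired.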
GLP-1R agonist: GLP-1 receptor (human) agonism. P43220. HEK293 GLP-1R CRE-luciferase, luminescence, 4-6 h; cells express a hypersensitive GLP-1R form. Potency, µM (highest dose often 45.6 µM), inactives show at the top dose activation, most hits filed as activators. actives 0.007% (n = 380,000). AID 624172; further: % of control where 0% means no effect
SW480 rereplic: DNA re-replication induction in SW480 cells; actives 1.8% (n = 340,000); SW480 DNA re-replication, Hoechst DNA content imaging, 48 h; AID 624297; Potency, µM (titrated, usually from 46.1 µM), without a hit: top-dose re-replication activation, most hits filed as activators; further: % of control where 0% means no effect; nearly all actives have a fitted effect of over 55% in size
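SW480 cells exposed to compounds for 48 hr at 37 C, 5% CO2, then Hoechst-stained 40 min. Nuclear DNA content imaged by fluorescence scanning (405 nm excitation, 500-530 nm emission); re-replication scored as increased high-intensity nuclei.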
KB-3-1 tox: kills parental KB-3-1 adenocarcinoma cells. KB-3-1 viability, CellTiter-Glo ATP luminescence, 72 h. actives 1.4% (n = 400,000). Potency, µM (series often up to 46.1 µM), for inactives: at the highest dose activity change, negative = cytotoxic, usual class: cytotoxic; further: on the % scale 0 is the no-effect control and ±100 the full control effect; nearly all actives have a fitted effect of over 60% in size
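Parental KB-3-1 adenocarcinoma cells in phenol-red-free DMEM with 10% FBS were pin-treated with compounds at several concentrations, incubated 72 h at 37 °C, and viability read by CellTiter-Glo luminescence; concentration-effect curves were fitted after normalization.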
Starred values were filed as active, the others as inactive; u = inconclusive; x = not tested or not shown; & = joins results of further samples; [ ] = remark or other dose. The call rests on the fitted dose curve; in most records, active means well fitted curve in the direction sought with a large enough effect; inconclusive means small, poorly fitted or top-dose-only effect, or another doubt; inactive means no such curve, though single readings can be large; an effect the other way counts as inactive or inconclusive. Potency means the concentration at half of the fitted maximal effect.

SMILES	HT1080 IDH1KD tx	TDP43 rescue	HT1080-NT tox	GLP1R inv ag	KB-V1 cytotox	HEK293 tox	GLP-1R agonist	SW480 rereplic	KB-3-1 tox
Cn1c(NC(=O)c2ccc(S(=O)(=O)N3CCCCC3)cc2)cc(=O)n(C)c1=O	-1%	3%	-4%	11%	1%	68%[activator]	2%	14%	-2%
CC(C)SCCCOc1ccc(C(C)(C)C)cc1	11%	-1%	12%	2%	13%	1%	-4%	-2%	0%
O=C(O)c1ccccc1-c1ccccc1C(=O)Nc1cccc(O)c1	1%	13%	12%	12%	7%	6%	0%	0%	-2%
O=C1CCC(/C=C/c2ccccc2)=NN1Cc1ccc(F)cc1	-6%	u	-10%	u	-5%	-10%	15%	-11%	5%
Cc1cc(Cl)ccc1NC(=O)COC(=O)CCNS(=O)(=O)c1ccccc1	9%	4%	11%	-2%	17%	-2%	3%	-5%	-1%
Fc1ccc(-c2cnc(-c3cccs3)o2)cc1	11%	u	23%	14%	-7%	-3%	12%	-7%	-2%
CCn1cnc2sc(-c3ccccc3)cc2c1=O	2%	12%	14%	38%[activator]	u	6%	11%	-5%[9.22 µM]	u
CN(C)c1ccc(P(=O)(Nc2ccccc2)N2CCOCC2)c(NC(=O)c2cccs2)c1 (stereo not given)	-10%	-1%	-13%	-17%	-5%	-11%	16%	7%	12%
CC1(C)CC2CC(C)(CN2C(=O)COC(=O)c2ccc(O)cc2O)C1 (stereo not given)	0%	19%	-18%[9.24 µM]	u	7%	8%	6%	-6%	2%
Cc1nn(CCc2nn[nH]n2)c2nc(-c3ccc(C4CCCCC4)cc3)cc(C(F)(F)F)c12	u	u	23µM*	u	-32%	-6%	6%	-3%	-2%
O=C1CC(SCCc2nc3ccccc3[nH]2)C(=O)N1c1ccc(F)cc1 (stereo not given)	9%	-3%	7%	5%	0%	-15%	3%	-1%	13%
Cc1cccc(N2CCN(C(=O)c3ccc4nccnc4c3)CC2C)c1 (stereo not given)	14%	5%	13%	-22%	-7%	-6%	5%	-1%	18%
CN(C)C(=O)NCc1ccc(S(N)(=O)=O)cc1	-22%	-7%	4%	0%	-10%	1%	0%	2%	0%
COc1ccc(N(CC(=O)Nc2ccc(C)c(C)c2)S(=O)(=O)c2ccc(C)cc2)cc1OC	x	33%	x	-3%	-28%	-11%	x	x	-1%
NNC(=O)CN1C(CN2CCOCC2)=Nc2ccc(Br)cc2C1c1ccccc1 (stereo not given)	-5%	12%	0%	u	7%	-23%	-7%	-13%	-8%
CN(C)C(=O)c1ccccc1Sc1cc(Cl)ccc1Cl	-2%	25%	-12%	u	u	-26%	20%	18%	-8%
COCC(=O)Nc1nc(-c2ccc([N+](=O)[O-])cc2)cs1	1%	11%	11%	1%	u	3%	-4%	-53%[inhibitor]	22%
Cc1cccc(-n2c(O)c(C=Nc3c(C)n(C)n(-c4ccccc4)c3=O)c3ccccc3c2=O)n1	14%&18%	-9%&6%	19%&16%	12%&-10%	-24%&-21%	2%&5%	10%&-11%	-3%&-5%	11%&21%
CCc1nc(SCC(=O)N2CCC(C)CC2)c2c(=O)n(C)c(=O)n(C)c2n1	-9%	u	6%	-30%	u	-8%	-4%	-17%	0%
Cc1ncc(CO)c2c1Oc1nc(-c3ccc(Cl)cc3)nc(SCC(=O)N3CCCCC3)c1C2	x	16%	x	1%	u	18%	x	x	7%
O=C(COC(=O)c1cccc(S(=O)(=O)NCc2ccccc2)c1)NCC1CCCO1 (stereo not given)	7%	-14%	25%	1%	7%	-3%	10%	-9%	14%
COc1ccc(NC(=O)C(Cc2ccccc2)NS(=O)(=O)c2ccc(Br)s2)cc1OC (stereo not given)	x	-1%	x	u	3%	-16%	x	x	3%
COc1ccc(Cn2ccnc2)cc1[N+](=O)[O-]	-2%	-12%	-21%	58%[activator]	1%	0%	11%	-2%	-2%
O=C(CCCCCNC(=O)c1ccccc1)N/N=C/c1ccco1	7%	-20%[0.397 µM]	1%	6%	2%	0%	9%	-3%	13%
COc1ccc(CCNCc2c(C(=O)O)c(C)n(Cc3cccc(C)c3)c2C)cc1OC	x	-7%	x	3%	0%	-1%	x	x	-20%

The last 2 compounds of the part before are carried over, then new ones follow.
SMILES	HT1080 IDH1KD tx	TDP43 rescue	HT1080-NT tox	GLP1R inv ag	KB-V1 cytotox	HEK293 tox	GLP-1R agonist	SW480 rereplic	KB-3-1 tox
O=C(CCCCCNC(=O)c1ccccc1)N/N=C/c1ccco1	7%	-20%[0.397 µM]	1%	6%	2%	0%	9%	-3%	13%
COc1ccc(CCNCc2c(C(=O)O)c(C)n(Cc3cccc(C)c3)c2C)cc1OC	x	-7%	x	3%	0%	-1%	x	x	-20%
COc1ccc(C=C2C(=O)c3ccccc3C2=O)cc1O	-1%	-33%[inhibitor]	3%	-23%	3%	-20%	6%	-21%	16%
O=C(COC(=O)CCS(=O)(=O)c1ccc(Cl)cc1)Nc1ncc(Cl)cc1Cl	0%	3%	15%	18%	14%	54%[activator]	2%	0%	0%
CCOC(=O)c1c(NC(=O)COC(=O)c2ccc(S(=O)(=O)C(F)F)cc2)sc(C(=O)N(C)C)c1C	-3%	5%	9%	12%	-12%	2%	20%	x	-1%
N#Cc1ccc(S(=O)(=O)N2CCN(CC(=O)Nc3ccccc3C(=O)NC3CC3)CC2)cc1	6%	7%	5%	6%	-21%	-4%	2%	-14%	18%
Cc1nnc(NC(=O)Cn2c(=O)sc3ccccc32)s1	8%	24%	18%	-14%	u	3%	-5%	-3%	18%
CS(=O)(=O)N(Cc1ccccc1)c1ccc(C(=O)Nc2ccccc2C(=O)O)cc1	0%	-3%	1%	14%	10%	5%	0%	-24%	11%
C=C(C)CN(CC)C(=O)CSc1nc2ncc(Cl)cc2[nH]1	9%	-2%	14%	-22%	u	-10%	-1%	4%	5%
COC(=O)Cn1c2c(c3cc(C)ccc31)CCCC2NC(C)c1ccccc1 (stereo not given)	-7%	-24%	-12%	u	-9%	-5%	-1%	-1%	-8%
Nc1c(C(=O)O)sc2nc(-c3ccccc3)cc(-c3ccccc3)c12	17%	12%	u	4%	2%	4%	-4%	1%	5%
C[C@@H]1CN([C@H](C)CO)C(=O)CCCn2nncc2CO[C@H]1CN(C)C(=O)C1CCCCC1	11%	9%	9%	-2%	10%	-5%	5%	x	9%
COc1ccc(/C=C/C(=O)Oc2ccc(C=O)cc2OC)cc1	6%	28%	2%	7%	-10%	-31%	1%	u	14%
CCOc1cccc(C2C(C(=O)c3ccc(C)o3)=C(O)C(=O)N2Cc2ccccc2)c1 (stereo not given)	15%	5%	13%	-2%	8.2µM*	4%	0%	-6%	0%
NCCNC(=O)Cc1ccc(NC(=O)Cc2ccc(Nc3ncnc4c3ncn4[C@@H]3O[C@H](CO)[C@@H](O)[C@H]3O)cc2)cc1	12%	3%	20%	24%	12%	-1%	20%	u	0%
CCCC(=O)NC(=S)Nc1cccc(NC(=O)c2ccc(Cl)cc2Cl)c1	1%	6%	0%	-21%	-2%	-12%	-10%	0%	2%
Cc1cccc(N2C(=O)C3C(c4ccccc4)OC4(C(=O)c5ccccc5C4=O)C3C2=O)c1 (stereo not given)	-4%	-14%	12%	3%	5%	8%	-7%	6%	7%
COc1ccc(-c2cc(C(F)(F)F)c(C#N)c(SCC(=O)Nc3ccccc3C#N)n2)cc1	-16%	-14%	-15%	17%	u	126%[activator]	-5%	u	u
COc1ccc(-c2cc(-c3cccs3)nc3sc(C#N)c(N)c23)cc1	20%	0%	-1%	15%	u	24%	-6%	u	7%
CC(NC(=O)CNC(=O)c1ccccc1Br)c1cccs1 (stereo not given)	13%	-20%	0%	-1%	-8%	3%	5%	u	6%
C[N+]1(CC(=O)OCCCC2CCCCC2)CCCC1	-2%	-93%[inhibitor]	9%	-14%	2%	-1%	5%	1%	-6%
CN(C)CCCNC(=O)c1cc(C(=O)c2c(Cl)cccc2Cl)c[nH]1	1%	3%	-4%	u	5%	6%	16%	-4%	3%
Cc1ccc(S(=O)(=O)N2CCCCC2)cc1NC(=S)NC(=O)c1ccco1	-6%	2%	-15%	2%	u	0%	-3%	27%	-2%
CCCCn1c2nc3ccccc3nc2c2c(=O)n(C(C)CC)cnc21 (stereo not given)	-2%	-4%	-2%[9.24 µM]	6%	-26%	5%	22%	-1%	6%
Cc1ccc(NC(=O)N2CCC(NC(=O)c3cccc(F)c3)CC2)cc1	17%	-21%	0%	16%	-5%	11%	1%	-5%	14%
N#CCCN(C(=O)COC(=O)COc1ccc(Cl)cc1)c1ccccc1	7%	-21%	-5%	7%	2%	2%	4%	-2%	-6%
CNC(=S)N/N=C(\C)c1cccc(C(F)(F)F)c1	9%	21%	5%	u	u	u	13%	-9%	1%
CSCc1ccc(C(=O)N2CCCC(Nc3ccc4c(c3)OCCO4)C2)o1 (stereo not given)	15%	6%	7%	18%	-10%	-1%	0%	-6%	5%
O=C(O)C[C@H]1c2cc(F)ccc2S(=O)(=O)N1C1CCCC1	6%	0%	0%	4%	u	52%[activator]	-5%	-16%	u
Cc1ccc(N=Nc2c(N)[nH]n3c(=O)cc(C)nc23)cc1	-5%	11%	-1%	13%	23µM*	u	-8%	-15%	18µM*
Cc1ccc(S(=O)(=O)N2CCCCC2)cc1C(=O)Nc1ccc2cn[nH]c2c1	-27%	6%	-5%	-15%	-9%	-2%	-5%	-2%	3%

An excerpt of these results, in markdown:
| molecule | HT1080 IDH1KD tx | TDP43 rescue | HT1080-NT tox | GLP1R inv ag | KB-V1 cytotox | HEK293 tox | GLP-1R agonist | SW480 rereplic | KB-3-1 tox |
| --- | --- | --- | --- | --- | --- | --- | --- | --- | --- |
| Cc1ccc(N=Nc2c(N)[nH]n3c(=O)cc(C)nc23)cc1 | -5% | 11% | -1% | 13% | 23µM* | u | -8% | -15% | 18µM* |
| Cc1ccc(S(=O)(=O)N2CCCCC2)cc1C(=O)Nc1ccc2cn[nH]c2c1 | -27% | 6% | -5% | -15% | -9% | -2% | -5% | -2% | 3% |

Compound activity (PubChem)
